# Bioassay records as filed in PubChem.
# PMI activator – phosphomannose isomerase (human) activation. hit rate 0.005% among 190,000. activation factor at 20 µM. P34949. AID 1214. purified human PMI, coupled resazurin fluorescence, 20 min; hits give high values; 1 = vehicle control, 0 substrate-free wells;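 active means activation factor of 2 or more at 20 µM, relative to plate controls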
# Target sequence (P34949 whole entry, looked up): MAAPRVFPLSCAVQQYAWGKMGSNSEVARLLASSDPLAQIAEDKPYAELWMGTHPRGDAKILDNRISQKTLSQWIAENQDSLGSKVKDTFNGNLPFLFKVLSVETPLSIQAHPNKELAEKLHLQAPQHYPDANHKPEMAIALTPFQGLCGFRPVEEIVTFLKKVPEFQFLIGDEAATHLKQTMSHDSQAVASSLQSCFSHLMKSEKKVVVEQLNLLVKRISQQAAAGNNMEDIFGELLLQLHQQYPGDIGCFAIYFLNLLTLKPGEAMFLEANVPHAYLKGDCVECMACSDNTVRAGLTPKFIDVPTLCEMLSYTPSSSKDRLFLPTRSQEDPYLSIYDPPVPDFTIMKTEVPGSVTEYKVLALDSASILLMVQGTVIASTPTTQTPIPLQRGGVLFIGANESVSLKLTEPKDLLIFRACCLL
# TNAP act hiacc – TNAP (human) activation, high acceptor. purified TNAP, CDP-star luminescence, 1 M DEA, 30 min; hits give high values; 0 = EDTA background, 1 = DMSO-only activity. activation factor at 20 µM. 200,000 tested, under 10 active. AID 1136;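 active means activation factor at least 2 at 20 µM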
# Target sequence (P05186 whole entry, looked up): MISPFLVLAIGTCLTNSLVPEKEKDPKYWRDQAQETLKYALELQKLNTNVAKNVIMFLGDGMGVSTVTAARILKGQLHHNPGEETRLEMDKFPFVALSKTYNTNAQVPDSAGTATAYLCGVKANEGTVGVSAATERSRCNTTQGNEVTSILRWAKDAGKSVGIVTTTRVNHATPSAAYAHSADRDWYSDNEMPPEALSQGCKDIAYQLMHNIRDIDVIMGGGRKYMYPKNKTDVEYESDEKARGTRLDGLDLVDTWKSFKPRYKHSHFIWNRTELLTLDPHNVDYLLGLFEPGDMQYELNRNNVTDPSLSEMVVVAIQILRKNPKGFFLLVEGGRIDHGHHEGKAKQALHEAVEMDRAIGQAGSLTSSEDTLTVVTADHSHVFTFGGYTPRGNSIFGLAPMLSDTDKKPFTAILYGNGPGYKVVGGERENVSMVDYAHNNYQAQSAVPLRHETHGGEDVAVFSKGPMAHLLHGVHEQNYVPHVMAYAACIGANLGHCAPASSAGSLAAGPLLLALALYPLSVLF
#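 Control set: EDTA negative control, DMSO positive control / Assay system: human TNAP / Quantity: TNAP 1/800 final / Evaluation: TNAP activation factor scaled between EDTA and DMSO control wells / Measured by: luminescent substrate turnover signal / Compound dosing: one dose, 20 µM / Times: 30 min enzyme reaction at room temperature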
# FLuc act counter – affects firefly luciferase, flagging false hits in luciferase stimulation screens | P08659 | 200,000 tested, under 10 active | ATPlite luciferase biochemical, luminescence, 10 min; 0 = ATP-free wells, 1 = DMSO control | activation factor at 10 µM | AID 1027;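 active means luciferase activation factor, scaled between plate controls, of at least 2 with compound at 10 µM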
#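 Assay system: Luciferase/luciferin detection reagent, cell-free biochemical luciferase assay / Read-out: luciferase activation / Benchmarks: No-ATP low control, compound-free enzyme-plus-ATP high control / Medium: PBS buffer for ATP / Detection: luminescence measurement of luciferase light output / Schedule: 10 min at ambient temperature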
# TNAP inh noacc – inhibitors of human TNAP without phosphate acceptor; P05186; purified TNAP, CDP-star luminescence, 30 min; inhibition, % at 20 µM; hit rate 0.26% among 200,000; AID 1012;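 active means tissue-nonspecific alkaline phosphatase inhibition above about 50% at 20 µM in the single-dose screen, limit read from the data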;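 further: 0% = DMSO negative control and 100% = EDTA positive control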
# Efa HMGR inh – inhibitors of class II HMG-CoA reductase from Enterococcus faecalis; hit rate 0.41% among 190,000; purified E. faecalis HMGR, NADPH absorbance 340 nm kinetic; inhibition, % at 10 µM;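 active means inhibition above a set limit, the median over all tested compounds plus 3 SD, cut at about 9.5% in these data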;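 further: enzyme runs in reverse so mevalonate oxidation gives rising NADPH absorbance; 0% = complete reaction with DMSO and 100% = background rate lacking mevalonate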
# G6PDH CS – inhibits Leuconostoc G6PDH, flagging false hits in G6PDH-based assays | hit rate 0.12% among 200,000 | Purified L. mesenteroides G6PDH, diaphorase/resazurin coupled fluorescence, 45 min | AID 1020 | inhibition, % at 5 µM; in the data active means inhibition above about 50%
# TNAP inh hiacc – blocks human TNAP under high phosphate acceptor concentration. P05186. purified TNAP, CDP-star luminescence, 1 M DEA. inhibition, % at 20 µM. hit rate 0.03% among 200,000. AID 1135;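 active means over 50% inhibition of tissue-nonspecific alkaline phosphatase at 20 µM in the single-dose screen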;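 further: plate controls were DMSO wells for no effect and EDTA-quenched wells as full inhibition for full effect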
# PMI act hi M6P – activators of human phosphomannose isomerase at near-saturating mannose 6-phosphate. P34949. coupled PMI enzyme assay, resazurin fluorescence, 20 min; hits give high values; 1 = untreated enzyme, 0 = substrate-free blank. activation factor at 20 µM. hit rate 0.34% among 190,000. AID 1216;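 active means activation factor of 2 or more at 20 µM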
#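 Material: human phosphomannose isomerase with PGI, G6PDH, diaphorase coupling enzymes. Quantity: 15 ng/mL PMI. Medium: HEPES pH 7.4 buffer with MgCl2 and Tween-20. Reagent: Near-saturating mannose-6-phosphate, 1.0 mM. Compound: 20 µM single dose. Times: enzyme reaction with compound 20 min at room temperature. Detection: resorufin fluorescence at Ex 544/Em 590 nm.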
# Diaph act CS – counter-screen for diaphorase-based assays: diaphorase activators and chemical reducers | Diaphorase/resazurin coupled assay, resorufin fluorescence, 16 min; hits give high values; 1 = vehicle wells, 0 = NADH-free wells | activation factor at 20 µM | hit rate 0.005% among 190,000 | AID 1229;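 active means diaphorase activity raised at least twofold by the compound at 20 µM; inactive means activation factor below 2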
#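 Test system: Clostridium kluyveri diaphorase, purified enzyme; input: enzyme 0.07 U/mL final; buffer or medium: 50 mM HEPES pH 7.4 with 4.542 mM MgCl2, 0.005% Tween 20; also added: 0.114 mM NADH and 0.1 mM resazurin, final amounts; schedule: 16 min enzyme reaction, ambient temperature; technique: fluorescence of resorufin, 544 nm excitation, 590 nm emission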
# Diaph inh CS – inhibits diaphorase or chemically oxidizes, flagging diaphorase assay artifacts; diaphorase resazurin-to-resorufin fluorescence, NADH, 16 min; bacterial (C. kluyveri) enzyme, not human; inhibition, % at 20 µM; hit rate 0.69% among 190,000;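 active means primary screen inhibition at 20 µM above a set limit, cut at about 50% in these data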;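 further: plate controls were DMSO with full reaction for no effect and wells lacking NADH for full effect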
#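 Test system: diaphorase enzyme from Clostridium kluyveri; amount: diaphorase at 0.14 U/mL in enzyme working solution; detection: fluorescence of resorufin formed from resazurin, Ex 544/Em 590 nm; times: reaction incubation of 16 min at room temperature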
# * = called active by the depositor. Compounds were not picked by outcome (roughly 1.7% active in at least one column).
SMILES,PMI activator,TNAP act hiacc,FLuc act counter,TNAP inh noacc,Efa HMGR inh,G6PDH CS,TNAP inh hiacc,PMI act hi M6P,Diaph act CS,Diaph inh CS
CC(=O)N1CCN=C1SCc1ccc(Br)cc1,0.9,1,1.1,-2,-9,-9,-4,1,1.1,-6
CCCc1ccc(C(=O)NNC(=O)c2ccc(Br)cc2)cc1,1,1,1,-31,-2,4,-2,1,1,-3
CCC1CCCCN1C(=O)c1cccc(S(=O)(=O)Nc2cc(C(F)(F)F)ccc2Cl)c1 (stereo not drawn),0.9,1,1.1,-4,-4,6,-4,0.9,0.7,25
O=C(O)CNS(=O)(=O)c1cc(Cl)c(Cl)cc1Cl,1.1,1.1,1.1,5,-1,10,-8,1.2,1.2,-16
Cc1ccccc1C(=O)NC1CCN(Cc2nnnn2C(C)(C)C)CC1,0.9,1,1.1,-7,-3,8,-4,0.9,0.6,37
Cc1cccc(S(=O)(=O)Nc2nc3ccccc3nc2NCc2ccco2)c1,0.9,1,1,-3,-3,2,0,1.1,0.8,23
Nc1c(C(=O)OCC2CCCO2)c2nc3ccccc3nc2n1C1CCCC1 (stereo not drawn),0.8,1.1,1.1,-9,5,3,-5,0.9,0.7,29
Cc1ccc(/C=N/Nc2nnc(Cc3ccccc3)c(=O)[nH]2)o1,1,1.1,1,-90,-4,-1,-6,1,1,4
O=C(Cc1ccccc1)NCC(=O)OCC(=O)c1ccc([N+](=O)[O-])cc1,1,1,1,-15,-5,-3,0,1,0.9,8
Cc1nc(C(F)(F)F)c(C(=O)NC(=O)Nc2ccccc2)s1,0.9,1,1,-5,0,-6,1,0.7,0.9,6
O=C(Cn1cc([N+](=O)[O-])cn1)Nc1nccs1,0.9,1,1,-7,-3,12,-4,0.9,0.9,13
C/C(=N\NS(=O)(=O)c1ccc([N+](=O)[O-])cc1)c1cccs1,1.2,1,1,-9,-4,1,0,1,1,-2
CCn1c(CCCCc2n[nH]c(=S)n2CC)n[nH]c1=S,1,1,1,-33,8,13,2,1,0.9,11
CON(C)c1nc(OCCNC(=O)OCc2ccc(Cl)cc2Cl)nc(N(C)C)n1,1,1,1,-12,-1,1,-4,1,0.9,10
Cc1ccc(-c2nnc(Oc3ccc(NC(=O)c4ccccc4)cc3)c3ccccc23)cc1,0.9,1,1,-15,-2,-20,-4,1,1,4
O=C(CSc1ncnc2c1oc1ccccc12)NCc1ccc(F)cc1,1,1,1,-12,0,-4,-3,1,1,2
COc1cc(C(=O)Oc2cc(C)[nH]c(=O)c2[N+](=O)[O-])cc(OC)c1OC,1.2,1,1.1,0,-4,9,-2,1,0.9,8
CC(=O)c1ccc(N2CCN(c3ncc(C(F)(F)F)cc3Cl)CC2)cc1,0.8,1.1,1.1,-10,-2,2,-7,0.9,0.7,28
Cc1nc2c3ccccc3n(CCN3CCCCC3)c2s1,1.1,1,1.1,-3,-8,-4,-4,1.1,1,-3
O=C(NC(=S)Nc1cccc(Cl)c1N1CCCC1)c1ccc(-c2cccc([N+](=O)[O-])c2)o1,1.1,1,1,-1,0,5,-1,1.1,1,3
O=c1[nH]c(C(F)(F)F)nc2c1nnn2Cc1ccccc1F,1.1,1.1,1.1,-24,-10,-2,-6,1.1,0.9,8
Nc1ccc(N2CCN(CCCCN3C(=O)C4CCCN4C3=O)CC2)cc1 (stereo not drawn),1.1,1,1,-4,0,4,1,0.8,1.1,-6
Cc1noc(C)c1COc1ccc(C(=O)OCc2nnc(-c3ccc(Cl)cc3)o2)cc1,0.9,1,1,0,3,2,-1,0.8,0.8,21
O=C(Nc1ccc(F)cc1)NC1(C(=O)NCc2ccc3c(c2)OCO3)CCCCC1,1,1.1,1.1,-10,-7,2,-10,1.1,0.9,14

# Five of the compounds above, tab-delimited:
SMILES	PMI activator	TNAP act hiacc	FLuc act counter	TNAP inh noacc	Efa HMGR inh	G6PDH CS	TNAP inh hiacc	PMI act hi M6P	Diaph act CS	Diaph inh CS
Nc1ccc(N2CCN(CCCCN3C(=O)C4CCCN4C3=O)CC2)cc1 (stereo not drawn)	1.1	1	1	-4	0	4	1	0.8	1.1	-6
CON(C)c1nc(OCCNC(=O)OCc2ccc(Cl)cc2Cl)nc(N(C)C)n1	1	1	1	-12	-1	1	-4	1	0.9	10
COc1cc(C(=O)Oc2cc(C)[nH]c(=O)c2[N+](=O)[O-])cc(OC)c1OC	1.2	1	1.1	0	-4	9	-2	1	0.9	8
O=C(NC(=S)Nc1cccc(Cl)c1N1CCCC1)c1ccc(-c2cccc([N+](=O)[O-])c2)o1	1.1	1	1	-1	0	5	-1	1.1	1	3
O=c1[nH]c(C(F)(F)F)nc2c1nnn2Cc1ccccc1F	1.1	1.1	1.1	-24	-10	-2	-6	1.1	0.9	8

# Following part
SMILES,PMI activator,TNAP act hiacc,FLuc act counter,TNAP inh noacc,Efa HMGR inh,G6PDH CS,TNAP inh hiacc,PMI act hi M6P,Diaph act CS,Diaph inh CS
CCOc1ccc(S(=O)(=O)NCc2ccccc2OC)cc1,0.9,1,1,-7,-2,6,0,1,0.9,11
C/C(=N\NC(=O)c1ccco1)c1ccc(NC(=O)c2ccccc2)cc1,1,1,0.9,-17,4,3,-3,1,1,1
COC(=O)CC1Sc2ccccc2NC1=O (stereo not drawn),0.9,1,1.1,-8,1,4,-4,1,0.9,10
COc1ccc(Oc2cc(F)nc(N)n2)cc1,1,1.1,1.1,-12,-7,0,-7,1.1,0.9,5
CCCCCC(=O)Nc1ccc(-c2csc(N)n2)cc1,1.3,1,0.8,-18,-2,8,-4,1.1,1.1,-5
Cc1ccc(Cl)cc1N1CCN(C(=O)Cn2ccc3ccccc3c2=O)CC1,1,1,1.1,-9,5,2,-2,0.9,0.8,17
CCc1ccc2[nH]c(=O)c(CN(CCCN3CCOCC3)C(=O)Nc3ccc(Cl)cc3)cc2c1,1,1.1,1.1,-2,-2,5,-6,1.1,1.1,-7
Cc1cccc(C(=O)Nc2ccnc(-c3ccncc3)n2)c1,1.1,1,1,-2,-11,0,0,1,1.1,-8
Cc1cc(COc2ccccc2O)on1,1,1,1.1,-13,-3,3,0,1,1,2
NC(=O)C1(N2CCCCC2)CCN(C(=O)c2ccc(C#Cc3ccccc3)o2)CC1,0.9,1,1,-5,-3,4,-2,0.9,0.9,12
Cc1cc(=O)oc(C)c1C(=O)NCC1COc2ccccc2O1 (stereo not drawn),0.9,1,1,-10,-1,-3,3,0.9,0.9,12
O=C(N/N=C/c1ccc(OCCCF)cc1)c1cc(OCC(F)(F)F)ccc1OCC(F)(F)F,1,1,1,-10,5,12,0,0.9,1,3
O=C(CNC(=O)c1cccs1)OCC(=O)c1ccc(Br)cc1,1,1,1.1,-2,-2,7,-4,0.9,1,0
COC(=O)c1c(C(=O)OC)c2cc(C(=O)c3ccccc3)ccn2c1Cl,1.2,1,1,-5,-4,-2,-2,1.1,0.9,9
O=C(c1ccccc1NS(=O)(=O)c1ccc(Cl)cc1)N1CCc2ccccc21,0.8,1,1,-8,-2,-2,-3,0.8,0.7,28
CN(c1nc2nonc2nc1NC1CC1)C1CCOC1 (stereo not drawn),1.1,1,1.1,-4,0,12,-3,1.1,1,4
COC(=O)c1sccc1-c1ccc(C(N)=O)o1,1,1,1,-4,-4,4,0,0.9,1,0
CCN(CC)C(=O)CSc1nc2ccc(NC(=O)CSc3nnc(COc4ccccc4C)n3C)cc2s1,0.9,1,1,-7,-2,5,-1,1,0.7,28
C=CCOc1ccc2oc(=O)cc(C)c2c1,1,1,1,-6,-2,12,4,1,0.9,5
CCC(Sc1ccccn1)C(=O)Nc1nnc(C)s1 (stereo not drawn),0.9,1,1,-5,2,10,0,1,0.9,7
CCOC(=O)C(=O)Nc1cccc(C(=O)OCC)c1,1,1,0.9,-7,-5,-7,-2,1,0.9,10
O=[N+]([O-])c1ccc(OCC(O)CN(CCO)CCO)cc1 (stereo not drawn),1.1,1,1.1,-10,-3,-2,-4,1,0.9,14
Cc1ccc(C)c(-n2[nH]c3c4c(ccc3c2=O)C(=O)c2ccccc2C4=O)c1,0.9,0.9,0.7,2,2,3,7,0.4,0.8,23
CCn1c2ccccc2c2cc(NS(=O)(=O)c3ccccc3C)ccc21,0.9,1,1,-6,-10,6,-3,0.9,1,-2

# Reformatted: results already given
compound | PMI activator | TNAP act hiacc | FLuc act counter | TNAP inh noacc | Efa HMGR inh | G6PDH CS | TNAP inh hiacc | PMI act hi M6P | Diaph act CS | Diaph inh CS
O=C(CSc1ncnc2c1oc1ccccc12)NCc1ccc(F)cc1 | 1 | 1 | 1 | -12 | 0 | -4 | -3 | 1 | 1 | 2
COc1cc(C(=O)Oc2cc(C)[nH]c(=O)c2[N+](=O)[O-])cc(OC)c1OC | 1.2 | 1 | 1.1 | 0 | -4 | 9 | -2 | 1 | 0.9 | 8
CC(=O)c1ccc(N2CCN(c3ncc(C(F)(F)F)cc3Cl)CC2)cc1 | 0.8 | 1.1 | 1.1 | -10 | -2 | 2 | -7 | 0.9 | 0.7 | 28

# Carrying on.
SMILES,PMI activator,TNAP act hiacc,FLuc act counter,TNAP inh noacc,Efa HMGR inh,G6PDH CS,TNAP inh hiacc,PMI act hi M6P,Diaph act CS,Diaph inh CS
CCOCCCn1c(=S)[nH]c2cc(C(=O)NCCN(CC)CC)ccc2c1=O,1,1.1,1.1,-9,-5,-1,-8,0.9,0.9,11
O=C(NCC(=O)N(c1ccc2c(c1)OCO2)C(C(=O)NC1CCCC1)c1ccncc1)c1ccco1 (stereo not drawn),0.9,1.1,1.1,-13,-6,4,-5,1,0.9,12
Cc1ccc(S(=O)(=O)Cc2ccc(C(=O)N3CCN(c4ccccn4)CC3)o2)cc1,1.1,1.1,1.1,-4,-5,14,-7,1.1,1,-3
O=C(OC(C(=O)NC1CCCC1)c1ccc(F)cc1)c1ccno1 (stereo not drawn),0.9,1.1,1,-13,-3,-8,-5,0.9,0.8,23
O=C(Nc1ccc(CN2CCOCC2)cc1)c1ccc(-c2ccc(Cl)cc2Cl)o1,0.9,1,1,-10,-6,2,0,0.9,1.1,-5
O=C(CN1C(=O)COc2ccccc21)Nc1ccc(F)cc1,1,1,1,-90,0,28,0,0.8,0.6,42
